Source: PubChem (several laboratories)
MT stabilizer: microtubule stabilization, imaging screen; HeLa tubulin immunostaining HCS, 24 h; share of cells brighter than vehicle mean+2SD; % tubulin-high responders, % at 10 µM; hit rate 0.83% among 200,000; AID 2205;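 active = plate Z-score above 3 for both tubulin-high and condensed-nucleus cell shares, with cell loss under 80%, at 10 µM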;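 note: anti alpha tubulin signal scored within the nucleus-defined area of each cell; some results filed as inactive read as strong as hits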
Autophagy mod: alters autophagy in cells; hit rate 0.98% among 190,000; calls only at 10 µM (by protocol); MEF GFP-LC3 puncta imaging; test concentration mostly 10 µM;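 active = percentage of spot-positive cells more than 3 SD above its plate mean, without a fluorescence outlier flag or 80% toxicity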;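 note: spot-positive cell cutoff set from DMSO-treated cells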
M1AAP inhibition: malaria alanyl aminopeptidase activity blockers – biochemical, fluorogenic H-Leu-NHMec substrate, 1536-well (AID 1445) | hit rate 0.42% among 220,000 | one-dose inhibition, % at 30 µM; IC50 in µM for titrated hits | recombinant M1AAP, H-Leu-NHMec fluorogenic kinetic assay; higher % means a stronger effect;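 active = primary inhibition above the hit cutoff, then over 50% inhibition at one or more dose response concentrations, cut at about 23% in these data, passing the limit was not always enough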;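 note: plate controls were DMSO full reaction for no effect and no enzyme background for full effect; strong numbers were not always called active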
P. falciparum M17LAP: P. falciparum M17LAP inhibitors, primary screen, biochemical, fluorogenic H-Leu-NHMec substrate, 1536-well (AID 1619). recombinant M17LAP, H-Leu-NHMec fluorogenic kinetic assay; higher % means a stronger effect. inhibition, % at 30 µM, or IC50 in µM where a hit was titrated. hit rate 0.38% among 220,000;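 active = compound inhibiting the enzyme by more than half at any dose during confirmatory dose-response retesting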;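 note: plate controls were full reaction with DMSO carrier for no effect and no enzyme background for full effect; strong numbers were not always called active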
Dynein transport: blocks dynein driven cargo transport along microtubules | hit rate 0.47% among 220,000 | AID 1381 | 3617.4 mouse cells, GR-EGFP nuclear translocation imaging; test concentration mostly 20 µM; stimulated with dexamethasone, 1 µM; active compounds read low | z-score, hits read low;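 active = plate z-score of nuclear minus cytoplasmic receptor signal below a set negative limit, without overly bright fluorescence or cell loss, cut at about -3.5 in these data, passing the limit was not always enough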;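 note: z-score of nuclear minus cytoplasmic ring GR-EGFP intensity difference per well; some compounds called inactive have numbers as strong as hits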
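medium = tetracycline-free induction medium containing charcoal-stripped FBS | also added = 1.0 µM final dexamethasone stimulus | schedule = 48 h induction, 1 h compound, 30 min dex at 37 °C | technique = fixed, Hoechst-stained cells imaged at 10x for EGFP | measure = GR-EGFP nuclear translocation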
Ins promoter up: MIN6 insulin promoter up-regulation; MIN6 insulin promoter-GFP reporter, high-content imaging; active compounds read high; hit rate 0.3% among 190,000; z-score at 5 µM; AID 1625;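 active = z-score above 3 at 5 µM with at least 500 cells counted in the well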
UTI89 phage lysis: inhibition of K1F phage lysis, E. coli UTI89, bacterial capsule biogenesis inhibitors, alamar blue (AID 488966) | E. coli UTI89 K1F phage lysis, alamar blue, 2 h; higher % means a stronger effect | inhibition, % at 100 µM; hits with a dose series show IC50 in µM | hit rate 0.02% among 340,000;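 active = phage lysis inhibition, versus mean bacterial control, above a set limit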;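 note: capsule biogenesis inhibitors block K1F phage lysis so surviving cells raise fluorescence; higher fluorescence means more inhibition of phage lysis; actives were called in the ten point dose series up to 300 µM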
bCat nuc transl: modulators of beta-catenin nuclear translocation. nuclear translocation activity, % at 5 µM. hit rate 0.3% among 190,000. HeLa beta-catenin nuclear translocation, immunofluorescence imaging. AID 1665;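 active = nuclear translocation activity above 50% at 5 µM, with a well cell count of 50 or more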;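 note: per-cell ratio of nuclear to cytoplasmic median beta-catenin stain intensity; plate controls were DMSO negative control for no effect and GSK-3 inhibitor IX positive control for full effect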
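System: Human HeLa cells, endogenous beta-catenin | Compound dosing: 5 µM primary, 0.02–20 µM confirmation | Timing: 24 h compound exposure at 37°C, 5% CO2 | Measured by: Fluorescence imaging of beta-catenin antibody stain plus DAPI | Read-out basis: % activation of per-cell nuclear versus cytoplasmic median beta-catenin signal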
CSM14.1 death rescue: protection against thapsigargin-triggered cell killing – 384-well, CSM14.1, ATP luminescence, primary screen (AID 1222); CSM14.1 thapsigargin-induced death rescue, ATP luminescence; higher % means a stronger effect; one-dose cellular ATP content (survival), % at 20 µM; EC50 in µM for titrated hits; 190,000 tested, under 10 active;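 active = EC50 below 50 µM in the dose-response confirmation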;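 note: death triggered by thapsigargin at about 15 µM added after 2 h compound pretreatment; cell ATP read after overnight thapsigargin exposure of roughly 18 to 22 hours; normalized against plate controls of thapsigargin alone and 5% DMSO vehicle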
Dynein transport cytoplasmic EGFP: further read-out of Dynein transport, marked with its call; z-score; measured here: cytoplasmic GR-EGFP intensity; active compounds read high
Dynein transport nuclear GR-EGFP: second read-out of Dynein transport, no call of its own (marks repeat the call); z-score; measured here: nuclear GR-EGFP intensity;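 lower value marks the stronger effect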
Dynein transport cell count: second read-out of Dynein transport, no call of its own (marks repeat the call); z-score; measured here: cell count per field
Ins promoter up cell count: recorded beside Ins promoter up, whose call it bears; cell count; measured here: cytotoxicity, nuclei count;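 total cells summed across four imaged fields per well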
bCat nuc transl cell count 5 µM: recorded beside bCat nuc transl, whose call it bears; cell count; measured here: cell count, cytotoxicity flag
MT stabilizer Hoechst-high %: second read-out of MT stabilizer, no call of its own (marks repeat the call); % Hoechst-high responders; measured here: nuclear condensation Hoechst responders;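 share of cells brighter than vehicle mean plus two SD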
MT stabilizer cytotoxicity %: second read-out of MT stabilizer, no call of its own (marks repeat the call); toxicity, %; measured here: cytotoxicity by cell density;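 0% = mean cell density of plate MIN control wells and 100% = no cells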
Autophagy mod cell loss 18 h: further read-out of Autophagy mod, marked with its call; toxicity, %; measured here: cell loss, nuclei count;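 cell loss after 18 h compound exposure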
* marks the source's active call; other numbers are inactive results; i = inactive; x = no result given; + = active, no number.

SMILES	MT stabilizer	MT stabilizer Hoechst-high %	MT stabilizer cytotoxicity %	Autophagy mod	Autophagy mod cell loss 18 h	M1AAP inhibition	P. falciparum M17LAP	Dynein transport	Dynein transport cytoplasmic EGFP	Dynein transport nuclear GR-EGFP	Dynein transport cell count	Ins promoter up	Ins promoter up cell count	UTI89 phage lysis	bCat nuc transl	bCat nuc transl cell count 5 µM	CSM14.1 death rescue
CC1(C)Cc2cccc(OCC(O)CNCc3ccccn3)c2O1 (stereo unspecified)	1.6	0.7	2.3	i	13	-3%	8%	-0.83	-0.2	-0.41	0.065	-1.2	1611	10%	-0.7	1393	-0.8%
CN=C(Nc1cc(C)nn1CCC#N)c1ccccc1	1.7	1.6	8.2	i	1	4%	-6%	-0.4	0.25	0.036	0.58	-0.34	1119	3.5%	0.0	1198	1.3%
C=CCn1c(SCC(=O)Nc2nc(C)cs2)nnc1C(C)NC(=O)c1ccccc1Cl (stereo unspecified)	1.4	2.2	5.7	i	-4	2%	11%	0.13	-0.21	0.27	-0.57	x	x	0.1%	0.5	554	-3.7%
COc1cc(C(=O)OCC(=O)NCc2ccc(F)cc2)cc(NC(=O)c2cccs2)c1OC	2.2	2.3	10	i	-3	8%	18%	-0.32	-0.21	-0.063	1.1	-0.14	1200	-2.2%	-2.3	564	-1.2%
O=C(NCCc1ccccc1)C(=O)NCC(c1ccco1)N1CCOCC1 (stereo unspecified)	1.5	0.7	7.7	i	-7	-1%	-6%	-0.4	-0.34	-0.3	0.2	-0.01	1352	0.0%	-0.1	1103	x
O=C(CSc1ncn[nH]1)NCCOc1ccccc1	2.1	2.4	11	i	-4	10%	20%	-0.21	-0.35	-0.19	0.97	0.27	1153	1.4%	-3.3	1060	2.1%
Cc1ccc(C(CC(=O)N2CCCC2)c2ccccc2)c(O)c1C (stereo unspecified)	4.9	2.4	5.4	i	-4	5%	-12%	0.049	-0.18	0.66	-0.96	0.03	1126	0.2%	0.9	1065	-1.5%
CC(/C=C/c1ccco1)=N\NC(=O)c1cccc(Cl)c1	2.4	2.0	0.6	i	-5	4%	3%	0.024	-0.21	-0.022	0.44	0.14	1466	-0.1%	1.2	1086	-1.7%
C#CCN1C(=O)S/C(=C/C=C/c2ccc(N(C)C)cc2)C1=O	5.1	2.8	6.0	+	6.3*	11%	-4%	-0.77	1.9	-0.54	0.31	-0.43	1331	2.7%	-2.0	539	-0.3%
CCC1Oc2ccccc2N(CC(=O)NCCC2=CCCCC2)C1=O (stereo unspecified)	2.6	2.4	4.2	i	17	7%	15%	-0.68	-0.39	-0.56	0.86	0.02	1372	2.4%	-7.3	1035	0.5%
Cc1ccc(N=Nc2c(N)[nH]n3c(=O)cc(-c4ccccc4)nc23)cc1	3.4	0.8	6.3	i	1	-1%	-11%	1	-0.2	1.5	-1	-0.17	1590	0.0%	-0.5	1328	0.0%
COc1cc2c(cc1NC(=O)C(C)N1CCN(S(=O)(=O)c3ccccc3[N+](=O)[O-])CC1)oc1ccccc12 (stereo unspecified)	2.2	1.4	13	i	-21	1%	-5%	-1.1	0.068	-0.51	0.94	-0.55	838	0.0%	x	x	0.5%
CCCCn1c(NS(=O)(=O)c2ccc(C)cc2)c(S(=O)(=O)c2ccccc2)c2nc3ccccc3nc21	9.5	2.8	6.8	i	21	12%	8%	0.54	-0.14	0.47	-0.34	-1	1408	-0.2%	-1.6	1143	1.3%
CCCSC1=C(C#N)C(c2ccccc2C)C(C(=O)OC)C(=O)N1 (stereo unspecified)	4.4	2.6	12	i	5	6%	-4%	-1.3	-0.0054	0.037	-0.23	0.29	1007	-1.4%	-0.3	1137	0.5%
COc1ccc(S(=O)(=O)N2CCN(C(=O)c3c(C)nn(-c4ccccc4)c3Cl)CC2)cc1	2.8	2.5	10	i	17	-9%	-10%	-0.16	-0.33	0.25	0.076	0.13	813	0.3%	-3.0	1066	2.5%
O=C(O)c1ccc(N/N=C/c2cn(Cc3ccc(F)cc3)c3ccccc23)cc1	x	x	x	x	x	16%	-3%	-0.95	0.55	-0.37	0.85	-0.91	1107	0.4%	3.8	1071	x
O=C(CN1CCCCC1)NN(Cc1ccccc1)c1ccccc1	2.7	2.3	9.2	i	-5	5%	11%	1.9	-0.0016	2	-2.5	-0.33	1509	-1.0%	0.8	989	0.9%
O=C(COC(=O)c1cc(=O)[nH]c2ccccc12)NC1CCCCCCC1	6.5	2.8	9.6	i	-4	7%	-4%	-0.21	-0.36	0.21	0.85	-1.3	1279	0.2%	-1.6	1124	-1.9%
CCN(CC)C1CCN(Cc2cn[nH]c2-c2ccc(OC)c(F)c2)C1 (stereo unspecified)	3.6	2.6	2.7	i	18	3%	2%	-0.84	-0.094	-0.26	0.95	0.45	1471	x	0.4	998	0.2%
CCCCOC(=O)c1cc(C)nc2ccc(Br)cc12	2.5	1.2	6.5	i	-9	4%	2%	-0.14	-0.22	0.11	0.92	-0.42	1199	3.8%	-1.7	1145	3.7%

Ordered by the number under MT stabilizer Hoechst-high % (descending): 3 from the list above
structure | MT stabilizer Hoechst-high %
O=C(COC(=O)c1cc(=O)[nH]c2ccccc12)NC1CCCCCCC1 | 2.8
CCN(CC)C1CCN(Cc2cn[nH]c2-c2ccc(OC)c(F)c2)C1 (stereo unspecified) | 2.6
COc1ccc(S(=O)(=O)N2CCN(C(=O)c3c(C)nn(-c4ccccc4)c3Cl)CC2)cc1 | 2.5

Further results:
SMILES	MT stabilizer	MT stabilizer Hoechst-high %	MT stabilizer cytotoxicity %	Autophagy mod	Autophagy mod cell loss 18 h	M1AAP inhibition	P. falciparum M17LAP	Dynein transport	Dynein transport cytoplasmic EGFP	Dynein transport nuclear GR-EGFP	Dynein transport cell count	Ins promoter up	Ins promoter up cell count	UTI89 phage lysis	bCat nuc transl	bCat nuc transl cell count 5 µM	CSM14.1 death rescue
CCOC(=O)COc1ccc(S(=O)(=O)Nc2ccc(C)cc2)cc1	1.1	1.1	5.4	i	4	6%	7%	0.17	-0.0082	0.63	-1.1	0.23	841	4.0%	-3.3	1234	-0.6%
O=C1C(C=NCc2ccco2)=C(O)c2ccccc21	2.6	3.3	10.0	i	-59	19%	14%	-1.5	-0.13	-0.51	0.31	-0.23	1097	0.3%	-3.5	1031	-1.7%
CCN(CC)CCNC(=O)c1cn(CC)c2ccc(S(=O)(=O)N(C)C)cc2c1=O	7.2	1.9	3.3	i	18	-2%	7%	-0.33	-0.12	-0.15	-0.74	-0.36	1045	5.5%	x	x	0.1%
COCCn1c(SCC(=O)Nc2cccc(OC)c2)nc2c(oc3ccccc32)c1=O	1.4	1.5	2.1	i	13	-5%	-2%	-0.1	-0.33	0.41	0.35	-0.48	1528	0.3%	-5.2	1098	1.6%
O=C(NCC1CCCO1)c1cc2ccccc2[nH]1 (stereo unspecified)	4.8	1.0	3.4	i	2	1%	3%	0.16	-0.14	0.63	-0.48	-0.14	882	0.6%	-8.3	934	-2.9%
CCSc1nc2c(sc3ccccc32)c(=O)n1C(C)C	2.7	1.1	7.0	i	-12	3%	4%	0.83	-0.066	0.58	-0.52	-0.26	818	0.3%	x	x	-1.0%
CCOc1ccc(Br)cc1S(=O)(=O)Nc1ccc(N2CCOCC2)cc1	2.0	1.6	4.0	i	-15	6%	1%	-0.38	-0.26	-0.0029	0.85	0.25	964	i	-2.0	1048	6.1%
CC(Oc1ccccc1)C(=O)NN1Cc2ccccc2C1=N (stereo unspecified)	2.8	3.1	1.7	i	-2	-3%	25%	-0.19	-0.19	-0.22	-0.083	0.04	1418	-0.7%	-1.1	1079	-2.9%
COC(=O)C1(O)CC(CC(C)C)=NN1C(=O)c1ccccc1 (stereo unspecified)	1.6	1.7	7.2	i	13	3%	-7%	0.025	-0.22	-0.29	1.3	0.72	1861	1.5%	5.0	1102	-0.6%
CCCCC(CC)C(=O)NCCc1ccc(S(N)(=O)=O)cc1 (stereo unspecified)	5.7	2.8	6.4	i	-10	-1%	-11%	3.8	0.19	2.7	-2.7	-0.64	1199	0.1%	-6.5	1023	-0.9%
COc1ccc(-n2c(Cc3cccn3C)nnc2SCC(=O)NC2CCCC2)cc1	1.9	2.6	13	i	6	7%	19%	1.4	-0.13	0.86	-1.1	x	x	2.0%	-2.1	1095	-0.5%
CCC(C(=O)Nc1cccc(C(=O)O)c1C)c1ccccc1 (stereo unspecified)	3.8	1.8	6.6	i	22	1%	1%	0.7	-0.22	0.56	-0.86	-0.79	1635	-2.8%	-1.4	1103	-0.8%
C=CCNC(=S)/C(=C(/[O-])c1ccccc1Br)[n+]1ccccc1	1.3	2.8	11	i	16	15%	2%	1.6	-0.096	1	-0.47	0.83	1267	0.3%	-3.4	1129	1.6%
O=C(CSc1nnc(-c2ccccc2)n1Cc1ccco1)Nc1ccc(S(=O)(=O)N2CCCC2)cc1	3.1	2.3	9.7	i	-9	1%	9%	-0.95	-0.19	-1	0.24	-0.05	1481	-1.4%	-2.9	1340	1.5%

Rows were taken by chance, and some 2.9% of all compounds hit somewhere here.
